Assay outcomes: PubChem BioAssay, National Center for Advancing Translational Sciences (NCATS)
PTHR1 ag: qHTS for PTHR1 Agonists: Primary Screen; hit rate 0.075% among 410,000; Potency, µM (top dose mostly 115 µM), inactives show top-dose activation, most hits filed as activators; HEK293 GP2 PTHR1 cells, GloSensor cAMP luminescence, 1 h; AID 743266, 2014; active = well fitted activation curve with a large enough effect; inconclusive = small, poorly fitted or top-dose-only effect, or another doubt; inactive = no such curve, though single readings can be large or run the other way; note: potency is the fitted concentration of half-maximal effect; nearly all actives have a fitted effect of over 55% in size; some results filed as inactive show a strong effect at the top dose; inactives centre near -15; many of its hits are not listed in these tables
Target sequence (Q03431 whole entry, looked up): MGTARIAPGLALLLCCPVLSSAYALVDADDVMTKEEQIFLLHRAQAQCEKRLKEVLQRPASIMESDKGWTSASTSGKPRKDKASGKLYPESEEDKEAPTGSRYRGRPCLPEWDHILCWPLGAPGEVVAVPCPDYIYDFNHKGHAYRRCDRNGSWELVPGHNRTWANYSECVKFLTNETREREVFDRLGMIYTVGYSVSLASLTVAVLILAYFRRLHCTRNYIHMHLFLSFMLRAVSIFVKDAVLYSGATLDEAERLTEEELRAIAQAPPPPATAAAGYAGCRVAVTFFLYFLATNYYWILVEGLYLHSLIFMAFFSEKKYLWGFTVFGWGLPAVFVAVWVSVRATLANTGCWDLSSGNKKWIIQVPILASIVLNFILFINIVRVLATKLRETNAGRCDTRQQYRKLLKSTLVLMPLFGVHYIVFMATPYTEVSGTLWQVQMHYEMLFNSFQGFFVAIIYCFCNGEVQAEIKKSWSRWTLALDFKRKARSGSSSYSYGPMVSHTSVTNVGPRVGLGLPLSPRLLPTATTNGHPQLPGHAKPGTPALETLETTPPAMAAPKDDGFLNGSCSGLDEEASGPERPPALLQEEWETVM
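HEK-293-derived GP2 cells expressing PTHR1 and a GloSensor cAMP reporter, 3,000/well, plated overnight, given luciferin plus IBMX (each 0.5 mM as added) for 1 h at 37 °C, then compound for 1 h at 37 °C. Luminescence was read after 15 min at room temperature.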
D3 ag: qHTS of D3 Dopamine Receptor Agonist: qHTS | D(3) dopamine receptor (Homo sapiens), P35462 | max activation, % | hit rate 0.58% among 410,000 | D3R DiscoveRx beta-arrestin cells, luminescence, 90 min | AID 652048, 2013; in the data active = max activation above about 30%; note: 0% is about no effect; mostly tested at two doses, the higher about 12 µM
Target sequence (P35462 whole entry, looked up): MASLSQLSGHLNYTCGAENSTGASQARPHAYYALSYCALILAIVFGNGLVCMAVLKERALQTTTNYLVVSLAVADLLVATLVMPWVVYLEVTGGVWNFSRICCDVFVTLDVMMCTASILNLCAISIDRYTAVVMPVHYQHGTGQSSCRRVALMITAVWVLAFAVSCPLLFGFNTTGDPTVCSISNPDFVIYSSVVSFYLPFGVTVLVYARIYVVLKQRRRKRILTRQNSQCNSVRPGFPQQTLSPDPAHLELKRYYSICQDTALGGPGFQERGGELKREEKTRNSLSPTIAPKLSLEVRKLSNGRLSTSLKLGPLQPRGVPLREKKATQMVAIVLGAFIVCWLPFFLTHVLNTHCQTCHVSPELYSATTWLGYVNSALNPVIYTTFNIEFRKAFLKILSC
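Agonist mode: compounds and dopamine controls were applied to plated cells for 90 min at 37 degrees C after an overnight attachment at 1500 cells/well. Luminescent read-out followed 30 - 60 minutes at room temperature with DiscoveRx detection reagent.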
Active calls of the source: *; i = inactive; u = inconclusive; [ ] = another dose, or the depositor's remark. This is a subset, so the mix of outcomes need not match the whole.

SMILES	PTHR1 ag	D3 ag
COc1ccc(NC(=O)CC2C(=O)N(c3cccc(OC)c3)C(=O)N2CCc2cccs2)cc1 (stereo unspecified)	i	-2
CCc1ccc(NC(=O)CC2C(=O)N(c3ccc(Cl)cc3)C(=O)N2C2CCCC2)cc1 (stereo unspecified)	-23%	-1
Cc1ccc(-n2nc(C(=O)N(C)c3ccc(C)c(C)c3)c3c4ccccc4n(C)c3c2=O)cc1	-55%[inhibitor]	-12
O=C(O)CCn1c(=O)c2cccn2c2cccnc21	5%	7
CCOc1ccc(CCNC(=O)CN2C(=O)COc3ccc(S(=O)(=O)N4CCCC4)cc32)cc1	-13%	0
C=CCc1ccccc1OCCSc1nc(-c2cccs2)nc2cc(=O)[nH]n12	-13%	5
CCc1nn2c(=O)cc(COC(=O)Cc3ccccc3)nc2s1	i	9
COc1ccc(CNC(=O)c2cc3c(=O)n4cccc(C)c4nc3s2)cc1	-36%	-13
O=C(CCc1nc(CN2CCN(S(=O)(=O)c3ccc(Cl)cc3)CC2)no1)N1CCCCC1	-1%	6
COC(=O)c1ccccc1NC(=O)CSc1nnc2cc(C)c3cc(C)cc(C)c3n12	-5%	5
COc1ccccc1Nc1sc(C(=O)c2ccc3c(c2)OCO3)c(N)c1S(=O)(=O)c1ccccc1	-9%	-21
CC1CCN(C(=O)CSc2nc(-c3ccc(F)cc3)cc(C(F)(F)F)n2)CC1	-21%	4
Clc1ccc(-c2noc3ncnc(NCCCN4CCN(c5ccccc5)CC4)c23)cc1	-7%	-8
COC(=O)c1cc2sc(Cl)cc2n1Cc1cc(C)ccc1C	i	-4
Cc1ccc(N(C)S(=O)(=O)c2ccc3c(c2)C(C)(C)C(=O)N3C)cc1C	-10%	0
Oc1c(C(c2ccccc2Cl)N2CCN(Cc3ccccc3)CC2)sc2nc(-c3ccco3)nn12 (stereo unspecified)	i	-17
COc1ccccc1CNC(=O)c1ccc2c(c1)nnn2C1CCCC1	i	-17
NC(=O)C1(N2CCCCC2)CCN(C(=O)Nc2ccc(F)cc2)CC1	-13%	5
O=C(NCc1cccc(Cl)c1)c1cccn1-c1nnc(N2CCCC2)s1	-13%	-6
COC(=O)c1sc2cccc(F)c2c1S(=O)(=O)Nc1ccc(C)cc1Cl	i	13
CC1=C(C(=O)Nc2cccc(F)c2)C2(CCCCCC2)OC1=O	-2%	-7
COc1ccc(NC(=O)CC2C(=O)N(c3ccc(C)cc3)C(=O)N2C2CCCC2)cc1 (stereo unspecified)	24%	-14
CCn1c2ccccc2c2cc(CN3CCN(Cc4cc(OC)c(O)c(OC)c4)CC3)ccc21	-13%	-38
CCS(=O)(=O)N1CCC2(CC1)OC(=O)C(C)=C2C(=O)NCc1ccccc1C	-6%	0
O=C(Cn1ncc2c3ccccc3n(Cc3cccc(Cl)c3)c2c1=O)NCCCN1CCCCC1	-24%	-10

A draw from above in order of heavy-atom count, largest number first:
SMILES	PTHR1 ag	D3 ag
COc1ccc(NC(=O)CC2C(=O)N(c3ccc(C)cc3)C(=O)N2C2CCCC2)cc1 (stereo unspecified)	24%	-14
Cc1ccc(N(C)S(=O)(=O)c2ccc3c(c2)C(C)(C)C(=O)N3C)cc1C	-10%	0
CC1=C(C(=O)Nc2cccc(F)c2)C2(CCCCCC2)OC1=O	-2%	-7

More records follow.
SMILES	PTHR1 ag	D3 ag
Cn1cc(S(=O)(=O)N2CCCCCC2)cc1C(=O)NCc1ccc(Cl)cc1	-75%[inhibitor]	9
Cc1c(Cl)cccc1-c1ccc(CNCCSc2nnnn2-c2ccccc2)o1	5%	-21
CC(=O)Nc1nonc1-c1nnc(SCC(=O)Nc2cc(C)ccc2C)n1-c1ccccc1	-14%	4
CCOc1ccccc1N(C)C(=O)c1c2c(nc3ccccc13)C(=O)N(C1CCCCC1)C2	-5%	-2
Cc1nn(CC(=O)O)c(=O)c2cc3cc(F)ccc3n12	u	1
CCOC(=O)c1ccc(NS(=O)(=O)c2ccc(-c3cc(C)no3)cc2)cc1	-2%	3
COc1ccc(-c2nn3c(-c4ccc(OC)cc4)nnc3c3ccccc23)cc1	i	5
Cc1ccccc1C(=O)Nc1cccc(C(=O)OCc2cc(=O)n3c(C)csc3n2)c1	-34%[inhibitor]	5
Cc1ccc(C)c(N2CCN(Cc3csc(C)c3)CC2)c1	-8%	-38
CCC(C(=O)N1CCN(c2ccc(OC)cc2)CC1)n1nc(C)n2c(cc3occc32)c1=O (stereo unspecified)	u	0
O=C(CC1NCCNC1=O)Nc1ccc(F)c(Cl)c1 (stereo unspecified)	-20%	-6
O=C(c1ccc([N+](=O)[O-])cc1)N1CCN(c2ccc(Nc3ccccc3)nn2)CC1	i	11
O=C(COC(=O)c1cc(-c2ccccc2)nc2ccccc12)c1ccc(Br)cc1	-16%	1
Cc1cc(-c2ccc(S(=O)(=O)Nc3cccc(Cl)c3C)cc2)on1	-92%[inhibitor]	7
COc1ccc(C2C(=O)N(C3CCCCCC3)CC(=O)N2CCc2ccc(Cl)cc2)cc1OC (stereo unspecified)	-14%	0
Cc1ccccc1Nc1c(-c2ccc(N3CCOCC3)cc2)nc2ccc(Br)cn12	i	-15
COc1ccc(-n2ncc(C(=O)N3CCN(C(=O)c4ccco4)CC3)c2C2CCN(C(=O)OC(C)(C)C)CC2)cc1	i	11
CCOC(=O)c1ccc(NC(=O)COCc2cc(-c3ccc4c(c3)OCO4)on2)cc1	i	1
COc1ccc(NC(=O)c2nc(SCc3ccc(F)cc3)ncc2Cl)cc1	-7%	-6
CCCCOc1ccc(C(=O)NCCS(=O)(=O)N2CCN(c3ccccc3OC)CC2)cc1	-95%[inhibitor]	20
CCN(C(=O)CCn1cnc2onc(-c3ccc(F)cc3)c2c1=O)c1ccc(OC)cc1	i	-13
O=C(CN1C(=O)C2(SCC(=O)N2c2ccccc2)c2ccccc21)NCCc1ccccc1 (stereo unspecified)	i	-18
CCOc1ccc(C(=O)NCCc2csc(-c3ccc(C(F)(F)F)cc3)n2)cc1OCC	-3%	4
Cc1cc(C)n2nc(CNS(=O)(=O)c3ccccc3)nc2n1	-22%	-12
COc1cc(NS(=O)(=O)c2ccc(-c3cc(C)no3)cc2)cc(OC)c1	-11%	4

Molecules from the list above with a COOH group (two):
SMILES	PTHR1 ag	D3 ag
O=C(O)CCn1c(=O)c2cccn2c2cccnc21	5%	7
Cc1nn(CC(=O)O)c(=O)c2cc3cc(F)ccc3n12	u	1

The list continues.
SMILES	PTHR1 ag	D3 ag
CCOC(=O)c1c(-c2ccc(C)cc2)csc1NC(=O)c1cc(=O)c2cc(C)ccc2o1	4µM*	-6
CC(=O)c1ccc(NC(=O)CCn2nc(C)c(S(=O)(=O)N3CCC(C)CC3)c2C)cc1	i	7
Cc1ccccc1Cn1cc(CCC(=O)NCc2cccc(Br)c2)c2ccccc21	13%	-6
CNc1ccc(-c2nc(-c3ccncc3)no2)cc1[N+](=O)[O-]	8%	-10
O=C(c1ccccc1Cl)N1CCCCC1CCN1CCCCC1 (stereo unspecified)	i	-2
O=C(Nc1ccc2nc(SCCOc3ccccc3Cl)sc2c1)c1ccco1	i	14
COc1ccc(CCNC(=O)CCc2cn(Cc3ccc(C)cc3)c3ccccc23)cc1OC	-23%	5
CCOc1cc(CNC(=O)c2ccc3c(c2)N(C)C(=O)C2CCCCN32)cc(OCC)c1OCC (stereo unspecified)	i	-15
CCN(CC)c1ccc2nc3c(=O)n(C)c(=O)n(C)c3nc2c1	i	-2
O=C(C1CCC(Cn2c(=O)c3sccc3n(Cc3ccc(F)cc3)c2=O)CC1)N1CCOCC1 (stereo unspecified)	i	9
Cc1ccccc1CCNC(=O)C1CCN(c2nc3ccccc3nc2C(F)(F)F)CC1	-4%	-4
COc1ccc(-c2cc(C(F)(F)F)nc(SCCC(=O)Nc3cc(C)ccc3O)n2)cc1	-40%[inhibitor]	37*
O=C(c1nc(-c2ccc(Cl)cc2)n2c1CCCCC2)N1CCN(c2ccccc2F)CC1	-4%	11
Cc1cc(NC(=O)CN2C(=O)C(C)(C)c3ccccc32)ccc1Br	-19%	-7
CCCCCOC(=O)CSc1nc2sc3c(c2c(=O)n1Cc1ccccc1)CC(C)(C)OC3	-14%	4
O=C(Cn1ncc2c(=O)oc3ccccc3c21)NCc1ccccc1Cl	-5%	-5
Cc1c2cnn(CC(=O)NCc3ccc(F)cc3)c(=O)c2c(C)n1Cc1ccccc1F	-1%	-1
Brc1cccc(-c2nnn3c2nc(N2CCCCC2)c2ccccc23)c1	-6%	-11
CCC(C)NC(=O)CSc1nc2n[nH]c(C)c2c(=N)n1-c1ccc(C)c(Cl)c1 (stereo unspecified)	i	-5
Cc1ccc(C(C)C)c(OCC(=O)Nc2ccc(S(=O)(=O)Nc3onc(C)c3C)cc2)c1	i	-9
Cc1cc(Cl)ccc1NC(=O)CN1C(=O)COc2ccc(S(=O)(=O)Nc3ccccc3)cc21	-12%	-14
Cc1cccc(N2CCN(CCCNC(=O)c3sc4ncccc4c3-n3cccc3)CC2C)c1 (stereo unspecified)	i	3
CCOc1ccc(CC(=O)NC2CC(=O)N(c3cccc(F)c3)C2)cc1 (stereo unspecified)	i	6
CCCn1c(=N)c(C(=O)NC(C)c2ccccc2)cc2c(=O)n3ccccc3nc21 (stereo unspecified)	-12%	1
CC1(c2ccccc2)CC(C)(C)N(C(=O)c2cccc(Cl)c2)c2ccccc21 (stereo unspecified)	-14%	-9

Structures listed so far that have a nitro group on carbon, in the order listed:
SMILES	PTHR1 ag	D3 ag
O=C(c1ccc([N+](=O)[O-])cc1)N1CCN(c2ccc(Nc3ccccc3)nn2)CC1	i	11
CNc1ccc(-c2nc(-c3ccncc3)no2)cc1[N+](=O)[O-]	8%	-10

Compound profiles, as listed above.
`CC(=O)Nc1nonc1-c1nnc(SCC(=O)Nc2cc(C)ccc2C)n1-c1ccccc1` reads PTHR1 ag = -14%; D3 ag = 4
`CCn1c2ccccc2c2cc(CN3CCN(Cc4cc(OC)c(O)c(OC)c4)CC3)ccc21` reads PTHR1 ag = -13%; D3 ag = -38

Next part.
SMILES	PTHR1 ag	D3 ag
COc1ccc(-c2noc(CSc3nc(N)cc(=O)[nH]3)n2)cc1OC	-11%	-3
Cc1cc(C)cc(NC(=O)CSc2c(C(C)C)cnc3c2c(=O)n(C)c(=O)n3C)c1	i	4
CCCN(CCC)C(=O)Cn1c(=O)n(-c2ccc(Cl)c(Cl)c2)c(=O)c2c(C)c(C(=O)N(C)C)sc21	u	-3
O=S(=O)(c1ccc2nc(Nc3ccc(Br)cc3F)ccc2c1)N1CCCCC1	-35%[inhibitor]	0
COc1ccccc1CNC(=O)CC1N=C2c3ccccc3N=C(SCC(=O)Nc3ccc(F)cc3)N2C1=O (stereo unspecified)	u	-29
O=C(Nc1cc(F)ccc1F)C1COc2ccccc2C1 (stereo unspecified)	-16%	6
COc1ccc(-c2noc(CCC(=O)N(C)c3cc(Cl)ccc3OC)n2)cc1	-8%	2
COc1ccc(C2C=C(c3ccc(F)cc3)Nc3nc(-c4ccc(Cl)cc4)nn32)cc1 (stereo unspecified)	-43%[inhibitor]	3
Cc1cc(C)cc(NC(=O)CCC(=O)N2Cc3ccccc3Oc3ncccc32)c1	u	-15
Cc1ccc(S(=O)(=O)c2cn(C)c3cc(N4CCCCC4)c(F)cc3c2=O)cc1	i	3
N#C/C(=C\c1ccc(OCc2ccc(Cl)cc2Cl)cc1)c1nc2ccccc2[nH]1	-64%[inhibitor]	-2
CCN(CCCNC(=O)CSc1cc(=O)n(CC)c2ccccc12)c1cccc(C)c1	-83%[inhibitor]	-5
CCOC(=O)c1c(NC(=O)c2ccc(C)cc2)sc2c1CCCCC2	-12%	2
O=C(NCCCN1CCN(c2cccc(Cl)c2)CC1)c1cnn(-c2ccc(F)cc2)c1-n1cccc1	-34%[inhibitor]	-8
Cc1cccc(CS(=O)(=O)c2ncc(Cl)c(C(=O)Nc3nc4ccc(F)cc4s3)n2)c1	-17%	-17
CCOc1ccc(/C=C/C(=O)Nc2sc3c(c2C(=O)OC)CCC3)cc1	i	-11
COC(=O)c1ccccc1NC(=O)c1cc2nc(-c3ccccc3)cc(-c3ccccc3)n2n1	-10%	1
COc1ccc(-c2cn3nc(N4CCCC(C(=O)NCc5ccccc5C)C4)sc3n2)cc1 (stereo unspecified)	-23%	3
O=C(CCSCc1ccccc1Cl)NCc1ccc(F)cc1Cl	-22%	1
O=C(COc1ccccc1-c1nnc(-c2ccccc2)o1)Nc1ccc(Br)cc1F	-1%	-12
CCC(C)n1c(=N)c(C(=O)NCc2ccco2)cc2c(=O)n3cc(C)ccc3nc21 (stereo unspecified)	-7%	-5
